# p53ts 32C kill – qHTS Screen for Compounds that Selectively Target Cancer Cells with p53 Mutations: Cytotoxicity of p53ts Cells at the Permissive Temperature; H1299-p53A138V at 32C, ATP luminescence viability, 24 h; Potency, µM (titrated, usually from 46.1 µM), without a hit: at the highest dose activity change, negative = cytotoxicity, actives largely listed as cytotoxic; 130,000 compounds, 0.93% hits;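 note: 0% = DMSO and -100% = full killing by reference compound; nearly all actives have a fitted effect of over 55% in size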
#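 ATP-content luminescence (ATPlite) read-out after 24 h compound exposure at 32C in H1299-p53A138V cells (600/well). Tested up to 46 uM. Normalized to DMSO (0%) and 100 uM tamoxifen (100% killing); Hill-fit AC50.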
# p53ts 39C tox – qHTS Screen for Compounds that Selectively Target Cancer Cells with p53 Mutations: Cytotoxicity of p53ts Cells at the Nonpermissive Temperature | H1299-p53A138V viability at 39C, ATP luminescence, 24 h | Potency, µM (top dose mostly 46.1 µM), inactives show at the top dose activity change, negative = cell killing, actives largely listed as cytotoxic | 130,000 compounds, 1.5% hits | AID 902, 2007; note: nearly all actives have a fitted effect of over 55% in size
# IkB sig inh – IkB Signaling | 110,000 compounds, 0.04% hits | ABC-DLBCL IkBa-CBG/CBR dual luciferase ratio, 4 h; response scale: scaled: untreated 0%, proteasome inhibitor 100% | Potency, µM (series often up to 57.1 µM), inactives show top-dose IkBa stabilization activation | AID 445, 2006; active = well fitted curve in the direction sought with a large enough effect in the signal ratio, not every such curve was filed as active; inconclusive = small, poorly fitted or top-dose-only effect, or a change in a side signal; the % refers to the signal ratio;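 note: the direction sought is a rising ratio; 0% = basal untreated cells and 100% = reference inhibitor full response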
#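 In this assay, an IκBα–CBG68 fusion accumulates when IKK-driven degradation is blocked; native CBR normalizes for cell number. OCI-Ly3 cells were treated 4 h with compound and doxycycline, then green and red light read after Chroma-Glo addition.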
# Peg3 imprint – qHTS Assay for Compounds that Induce Erasure of Genomic Imprints. mouse ES Peg3-LacZ reporter, beta-gal luminescence, 40 h. Potency, µM (series often up to 60.7 µM), without a hit: top-dose activity change, positive = activation, most hits filed as activators. 110,000 compounds, 0.02% hits. AID 1948, 2009;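 note: 0% = negative control wells on the plate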
#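 Imprint erasure is scored as LacZ activity from the silenced maternal Peg3 allele in feeder-free female ES cells cultured 40 h with LIF. Luminescence is normalized to in-plate negative controls and fitted to the Hill equation.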
# An asterisk follows results filed as active; ? = inconclusive; / = no result given; [ ] = another dose, or the depositor's remark. Unless noted, calls come from the whole dose curve; as a rule, active = well fitted curve in the direction sought with a large enough effect; inconclusive = small, poorly fitted or top-dose-only effect, or another doubt; inactive = no such curve, though single readings can be large; an effect the other way counts as inactive or inconclusive. Unless noted, % is set by controls: 0 for no effect and ±100 for the full control effect; potency is the fitted concentration of half-maximal effect.
# Values run as follows: p53ts 32C kill | p53ts 39C tox | IkB sig inh | Peg3 imprint
> C[C@H](O)Cn1cnc2c1c(=O)n(C)c(=O)n2C
→ 2%[20.6 µM] | 7%[20.6 µM] | -0.8%[25.6 µM] | -7%[16.8 µM]
> Cn1c(=O)c2c(nc(CN3CCN(C(=O)c4ccco4)CC3)n2Cc2cccc(Cl)c2)n(C)c1=O
→ 2% | 14% | -2.6% | -4%
> CN(C)Cc1c(C#N)c2ccccc2n1C
→ 8% | 6% | -0.7% | -14%
> COc1ccccc1CNc1ncncc1-c1ccccc1C
→ 1% | 7% | 1.7%[11.4 µM] | 0%
> CS(=O)(=O)N1CCC(C(=O)NCCC2=CCCCC2)CC1
→ -1% | 1% | -0.7% | -6%
> Cc1ccc2[nH]c(=O)c(CN(CCN3CCOCC3)C(=O)Nc3ccccc3F)cc2c1
→ -14% | -16% | -0.4% | /
> CCCc1cc(-c2n[nH]c(C)c2-c2ccc(C(=O)OCC)o2)c(O)cc1O
→ -23% | -30% | ? | -23%
> CCOc1ccccc1-c1nc(-c2ccc(NC(=O)Cc3ccc(OC)cc3)cc2)no1
→ ? | -19% | 2.2% | -14%
> CCCOc1ccc(C2c3c(-c4c(C)cc(C)cc4O)n[nH]c3C(=O)N2CCO)cc1 (stereo not drawn)
→ 15% | ? | 1.9% | -6%[10.9 µM]
> COCCn1c(=O)c(-c2ccc(F)cc2)nc2cnc(Oc3cccc(Cl)c3)nc21
→ 2% | -2% | 0.8%[11.4 µM] | /
> O=C(NCc1ccc(F)cc1)c1cc(S(=O)(=O)N2CCOCC2)ccc1F
→ 1% | 13% | 2.1% | -9%
> COc1ccc(-n2c(=O)c(-c3cn(C)c4ccccc34)nc3cncnc32)cc1
→ -12% | -7% | 3.9%[11.4 µM] | /
> Cc1ccc(N2CC(NC(=O)c3ccc(S(=O)(=O)N4CCCCC4)cc3)CC2=O)cc1 (stereo not drawn)
→ -2% | -18% | ? | -10%[10.9 µM]
> CC(=O)Nc1ccc(NS(=O)(=O)c2c(C(=O)N3CCC(C)CC3)c(C)n(C)c2C)cc1
→ 6% | -2% | -1.6% | -7%[10.9 µM]
> COc1ccc(C2C(=O)N(C3CCCCCC3)CC(=O)N2CCc2ccc(Cl)cc2)cc1OC (stereo not drawn)
→ -6% | -11% | 1.8% | -9%[10.9 µM]
> Cc1cc(C)cc(NC(=O)CSc2c(C(C)C)cnc3c2c(=O)n(C)c(=O)n3C)c1
→ 15% | -13% | ? | 6%[10.9 µM]
> O=C(NCc1ccco1)c1ccccc1Nc1ccc(F)cc1
→ -10% | -15% | 1.4% | -9%
> O=C(c1ccncc1)N1CCC2(CCCN(c3ccncc3)C2)CC1
→ 3% | 1% | 2.3%[11.4 µM] | /
> CN(C)c1ccc(/C=c2\sc3n(c2=O)CCCN=3)cc1
→ 13µM* | 13µM* | ? | -79%[inhibitor]
> CC(=O)Nc1c(OC(C)=O)ccc2c(C)cc(=O)oc12
→ 13% | -9% | 0.3% | 10%
> COc1ccc(OC)c(S(=O)(=O)Nc2ccc3c(c2)n(C)c(=O)n3C)c1
→ -8% | -2% | ? | -7%[10.9 µM]
> O=C(CN(C1CCCCC1)S(=O)(=O)c1ccccc1)NCc1ccco1
→ 7% | 27% | / | /
> COc1cccc(N2CCN(S(=O)(=O)c3cn(C)c(C)n3)CC2)c1
→ -7% | -11% | ? | 5%[10.9 µM]
> CCN(CC)C(=O)Cn1c(=O)n(-c2ccccc2)c(=O)n1CC(=O)N(CC)CC
→ 1% | -5% | -0.3% | 10%
> O=C(NC1=NCCS1)c1nc(-c2ccccc2)n(-c2ccccc2)n1
→ 0% | -4% | -1.6% | -4%
> O=S(=O)(c1cccc(-c2cn3cc(Cl)ccc3n2)c1)N1CCOCC1
→ 2% | -6% | 0.4% | -15%
> CCN(Cc1cc(Cl)cc(C)c1O)Cc1c(O)ccc2ccccc12
→ 8%[9.22 µM] | -2%[9.22 µM] | 3.3%[11.4 µM] | -1%[10.9 µM]
> CCN1CCN(Cc2ccc(NC(=O)Nc3ccccc3OC)cc2)CC1
→ 7.9µM* | 10µM* | 3.4% | 2%
> CC(=O)N1CCc2cc(S(=O)(=O)NC(CC(C)C)C(=O)Nc3ccc(C(C)C)cc3)ccc21 (stereo not drawn)
→ 14% | 13% | ? | -10%[10.9 µM]
> CC(=O)Nc1ccccc1-c1nc2ccccc2n(CC(=O)Nc2cccc(C)c2C)c1=O
→ -4% | -7% | ? | -5%[10.9 µM]

# (cont.)
# Values run as follows: p53ts 32C kill | p53ts 39C tox | IkB sig inh | Peg3 imprint
> Cc1c(N=C2Nc3cccc4cccc2c34)c(=O)n(-c2ccccc2)n1C
→ -1% | 5% | 0.3% | -11%
> CCOC(=O)c1cnn(-c2ncnc3c2cnn3Cc2ccccc2)c1N
→ 12% | -26% | 0.2% | 3%
> O=C(CSc1nnc(-c2ccco2)n1CC1CCCO1)NC1CCCC1 (stereo not drawn)
→ -6% | -1% | 0.6% | 0%
> CCOc1cc(C(C#N)N2CCOCC2)ccc1OC (stereo not drawn)
→ 7% | 7% | 1.7% | 4%
> CSc1ccc(-c2nc3cccc(C)n3c2Nc2ccc3c(c2)OCO3)cc1
→ 12% | 33%[activator] | -0.4% | -16%[10.9 µM]
> O/N=C/CCn1c(=S)sc2ccccc21
→ 14% | 5% | -1.5% | -4%
> c1ccc(-n2cnnc2SCc2cn3ccsc3n2)cc1
→ 1% | 3% | -1.3% | -5%
> CCOc1ccccc1NC(=O)c1ccc2oc(=O)c(S(=O)(=O)c3ccc(F)cc3)cc2c1
→ ? | ? | ? | 27%[10.9 µM]
> Cc1cccc(C)c1OCC(=O)Nc1nonc1-c1ccc(Br)cc1
→ 1% | -1% | -1.1% | 6%[10.9 µM]
> CCCc1cc(C(=O)Nc2c(C)nn(Cc3ccc(Cl)c(Cl)c3)c2C)no1
→ -2% | -28% | ? | -9%[10.9 µM]
> COc1ccccc1S(=O)(=O)Cc1ccc(C(=O)NCCN2CCCCCC2)o1
→ 2% | 3% | -0.7% | -14%
> CCOc1cc(C(=O)Nc2cc3c(cc2N2CCCC2)n(C)c(=O)c(=O)n3C)cc(OCC)c1OCC
→ 3% | -7% | 4.1% | -18%[10.9 µM]
> COc1ccc(CCC(=O)NC2=NCCS2)cc1OC
→ 4% | -5% | 0.1% | -10%
> COc1ccc2c(c1)CCCN2C(N)=O
→ -2% | 3% | -0.7% | 6%
> CC(=O)C1=C(C)Nc2ncnn2C1c1ccccc1OCc1ccccc1 (stereo not drawn)
→ 6% | 11% | 0.4% | -17%
> Cc1ccc(NS(=O)(=O)c2ccc(-n3cccn3)cc2)c(Br)c1
→ 15% | -8% | ? | -5%[10.9 µM]
> COc1cc(NC(=O)c2cc3c(=O)n(Cc4cccs4)ccc3nc2C)cc(OC)c1OC
→ -2% | -26% | 4.5% | 1%[10.9 µM]
> COc1cc(OC)c(C2CC(=O)N3CN(C)CSC3=C2C#N)cc1OC (stereo not drawn)
→ -1% | 1% | 3.8% | -8%
> O=C(Nc1ccc(S(=O)(=O)N2CCCCCC2)cc1)c1ccco1
→ -13% | 2% | -3.4% | -21%
> O=C(NC1CCCc2ccccc21)C1CCN(c2c3c(nc4ncnn24)CCC3)CC1 (stereo not drawn)
→ 0% | 7% | 0.3% | 4%
> CCCOc1nc2c(c(=O)n(C)c(=O)n2C)n1Cc1cccc2ccccc12
→ 57%[activator] | 26% | -0.1% | -12%
> CCOc1ccccc1N(C)C(=O)Cn1nc(Cc2ccncc2)c2ccccc2c1=O
→ -2% | -6% | -1.2% | 20%[10.9 µM]
> CCOC(=O)CN(C)Cc1c[nH]c2ccccc12
→ -4% | 5% | 9.0% | -7%
> COc1cccc(NC(=O)CSC2=Nc3ccccc3C3=NC(CC(=O)NC4CCCCC4)C(=O)N23)c1 (stereo not drawn)
→ -4% | -9% | ? | -12%[10.9 µM]
> CN1CCN(Cc2nc3c(c(=O)n(C)c(=O)n3C)n2CCc2ccccc2)CC1
→ ? | ? | 0.4% | -65%[inhibitor]
> Cn1ccc2cc(S(=O)(=O)N3CCC(C(=O)NCCc4ccccc4)CC3)ccc21
→ -6% | -18% | 2.5% | -6%[10.9 µM]
> COc1cccc(C(=O)N2CCN(Cc3cccc(F)c3)CC2)c1
→ -5% | 5% | 0.2% | -13%
> O=C(N/N=C/c1ccc(-c2ccc([N+](=O)[O-])cc2)o1)C(O)c1ccccc1 (stereo not drawn)
→ 9% | 1% | / | /
> O=C(CSc1nnc(-c2ccc(Cl)cc2)o1)N1CCN(c2ccccc2)CC1
→ -6% | -8% | 2.7% | -7%
> O=C1NC(c2ccccc2)C(C(=O)c2cccs2)C(O)(C(F)(F)F)N1 (stereo not drawn)
→ 9% | -6% | 0.4% | -9%

# Remaining list, next part
# Values run as follows: p53ts 32C kill | p53ts 39C tox | IkB sig inh | Peg3 imprint
> COc1ccc(CNC(=O)C2CCCN(c3nc4ccccc4o3)C2)c(OC)c1 (stereo not drawn)
→ 13% | 5% | 4.4% | -14%
> Cc1ccc(-c2nnc(SCC(=O)NC3CCCC3)nc2-c2ccc(C)cc2)cc1
→ 19% | -1% | ? | -5%[10.9 µM]
> Cc1ccc(CN2CCCn3nc(C(=O)NCCc4ccccc4Cl)cc3C2=O)cc1
→ 10% | -27% | -0.6% | -3%[10.9 µM]
> CCC1CCCCN1S(=O)(=O)c1ccc(NC(=O)c2cc(=O)c3c(C)cc(C)cc3o2)cc1 (stereo not drawn)
→ 0% | 5% | -1.2% | -10%[10.9 µM]
> CCOC(=O)CC(=O)Nc1nnc(CC(C)C)s1
→ 5% | 16% | -1.0% | 5%
> COc1ccc(/C=C/C(=O)Nc2nc3n(n2)C(c2ccccc2)C=C(c2ccccc2)N3)cc1 (stereo not drawn)
→ -6% | -4% | ? | -17%[10.9 µM]
> CCNC(=O)c1ccc(-n2c(-c3ccccc3)cc3c2CCCCC3)cc1
→ 17% | ? | ? | -10%[10.9 µM]
> CS(=O)(=O)Nc1cccc(-c2ccc3ncnc(Nc4ccc(F)cc4)c3c2)c1
→ -2% | 13% | -4.0%[11.4 µM] | -12%
> CCOCCCn1c(SCC(=O)Nc2ccc(F)cc2)nc2c(sc3ccccc32)c1=O
→ -8% | ? | -2.1% | -6%[10.9 µM]
> CCOCCCNC(=O)c1cn(CC(C)C)c(=O)c2cc(OC)c(OC)cc12
→ -1% | 7% | -0.7% | -13%
> COC(=O)C(C)N(C#N)c1nc(C)nc(C)n1 (stereo not drawn)
→ 26% | 16% | ? | -12%
> CC1=C(c2ccc(C)cc2)S(=O)(=O)NC1=NCc1cccc(F)c1
→ 4% | -5% | 0.7% | -9%[10.9 µM]
> CCOC(=O)CSCc1nc(-c2ccc(Cl)cc2)oc1C
→ -7% | -4% | 0.5% | 2%
> Cc1nc2ccc(NC(=O)N3CCOCC3)cc2s1
→ 4% | 1% | -1.0% | 14%
> COc1ccc(OC)c2[nH]c(=O)c(CCNC(=O)CC(C)C)cc12
→ -13% | 8% | -1.7% | -8%
> COc1cc(-c2nnc(SCc3ccccc3Cl)o2)cc(OC)c1OC
→ -9% | -11% | 4.9% | -20%
> CS(=O)(=O)NCCc1csc2nc(-c3ccccc3)nn12
→ 6% | -2% | -3.9% | -7%[10.9 µM]
